High-throughput results: PubChem BioAssay, National Center for Advancing Translational Sciences (NCATS)
N370S GC mod – qHTS Assay for Inhibitors and Activators of N370S glucocerebrosidase as a Potential Chaperone Treatment of Gaucher Disease; 330,000 tested, 0.092% active; Potency, µM (top dose mostly 59.4 µM), inactives show at the highest dose activity change, negative = inhibition, usual class: inhibitors; N370S GC spleen homogenate, 4MU-glucoside fluorescence; AID 2101, 2009; Lysosomal acid glucosylceramidase (Homo sapiens), P04062;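 also: 0% = full enzyme activity and -100% = no enzyme basal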
GCN5L2 inh – qHTS Assay for Inhibitors of GCN5L2; Histone acetyltransferase KAT2A (Homo sapiens), Q92830; GCN5L2 HAT assay, ThioGlo1 CoA-SH fluorescence; Potency, µM (top dose mostly 58.9 µM), inactives show top-dose activity change, negative = inhibition, actives largely listed as inhibitors; 390,000 tested, 0.21% active
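qHTS, 1536-well. 20nM enzyme, pH 7.5 HEPES/EDTA/Tween-20 buffer; 15 min compound preinc., RT. Start: 75uM H3(1-25), 70uM AcCoA, 50uM ThioGlo1. Read Ex340/Em540 at t=0 (autofluorescence flag) and t=20 min.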
FEN1 inhibitor – qHTS Assay for the Inhibitors of Human Flap endonuclease 1 (FEN1); Potency, µM (top dose mostly 114 µM), inactives show top-dose activity change, negative = inhibition, hits mostly inhibitors; P39748; AID 588795, 2011; Recombinant FEN1 flap cleavage, fluorescence, 15 min; 390,000 tested, 0.35% active; also: nearly all actives have a fitted effect of over 65% in size
Target sequence (P39748 whole entry, looked up): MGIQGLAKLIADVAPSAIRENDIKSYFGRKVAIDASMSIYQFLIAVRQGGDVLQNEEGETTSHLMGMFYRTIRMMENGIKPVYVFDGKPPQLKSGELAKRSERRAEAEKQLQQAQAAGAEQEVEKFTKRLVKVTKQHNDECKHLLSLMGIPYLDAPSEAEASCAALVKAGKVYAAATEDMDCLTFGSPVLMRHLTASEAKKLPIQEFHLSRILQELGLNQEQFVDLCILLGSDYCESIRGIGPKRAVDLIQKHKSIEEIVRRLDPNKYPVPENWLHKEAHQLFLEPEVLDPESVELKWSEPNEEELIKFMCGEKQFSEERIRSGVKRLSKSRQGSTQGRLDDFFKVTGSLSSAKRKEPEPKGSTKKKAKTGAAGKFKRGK
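Reaction started by adding substrate (50 nM final) to 10 nM enzyme after 15 min room-temperature compound preincubation. Reads at 0 and 15 min, with data normalized and fitted to a four-parameter Hill equation.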
Numbers without * were called inactive; ? = inconclusive; . = not tested or not shown; & = joins results of further samples; [ ] = another dose, or the depositor's remark. Calls follow the shape of the dose curve; as a rule, active = well fitted curve in the direction sought with a large enough effect; inconclusive = small, poorly fitted or top-dose-only effect, or another doubt; inactive = no such curve, though single readings can be large; an effect the other way counts as inactive or inconclusive. Unless noted, % is scaled to controls: 0 for no effect and ±100 for the full control effect; potency is read from the fitted curve at half-maximal effect. Random draw from the library, and some 0.54% of all compounds hit somewhere here.

Order of results – N370S GC mod	GCN5L2 inh	FEN1 inhibitor
Fc1ccc(Cn2cc(C(=S)N3CCOCC3)c3ccccc32)cc1
 : 6%	0%	-15%
O=C(c1ccc(Br)cc1)N1CCCC(c2nc(-c3cccs3)no2)C1 (stereo not drawn)
 : 17%	36%[activator]	1%
CC(=O)N1CCCc2cc(S(=O)(=O)NCCC3=CCCCC3)ccc21
 : 4%	0%	-5%
c1coc(Cn2c(-c3ccco3)nc3ccccc32)c1
 : -19%	-4%	-10%
CC(C)CN1CCc2nc(Nc3ccc(F)cc3F)ncc2C1
 : .	-2%	-5%
O=C(O)c1cc2ccccc2cc1Nc1ccccc1
 : -3%	-4%	-15%
CC(=O)Nc1cc(-c2ccccc2)nn1Cc1cccc(Cl)c1
 : .	-3%	-15%
COc1ccc(Cc2nnc(Nc3ccc(C)cc3)o2)cc1OC
 : 8%	-18%	10%
COCCCN1C(=O)CC(C(=O)OC)=C1C
 : 6%	1%	2%
C/[N+]([O-])=C\c1ccc([N+](=O)[O-])o1
 : -5%	-9%	12%
O=C(COC(=O)c1ccccc1[N+](=O)[O-])Nc1cccnc1Cl
 : -16%	1%	-4%
O=C(N/N=C/c1cccnc1)c1ccc(CN2c3cccc4cccc(c34)S2(=O)=O)cc1
 : ?	-9%	-1%
O=C(c1ccc(-c2nnc(Nc3cccc(Cl)c3)c3ccccc23)cc1)N1C[C@H]2C[C@H](C1)c1cccc(=O)n1C2
 : 8%	2%	6%
Cc1ccc(S(=O)(=O)NN2C(=O)c3ccccc3NC2c2ccccc2)cc1 (stereo not drawn)
 : 18%	-9%	-11%
CCOc1ccccc1-n1c(SCC(=O)N(CC)CC)nnc1-c1ccccn1
 : -17%	-11%	10%
Cc1nc(-c2coc3cc(OCC(=O)O)ccc3c2=O)cs1
 : 1%	?	-2%
COCCNC(=O)Cc1ccc(Br)cc1
 : 11%	-5%	1%
CCn1c(SCC(=O)NCc2ccco2)nc2cccnc21
 : 2%	0%	-5%
Cc1cc(C)c(S(=O)(=O)N2CCN(C)CC2)c(C)c1
 : 3%	-3%	-7%
O=C(CSc1ccc(-c2ccccn2)nn1)c1ccccc1
 : -4%	-2%	10%
Cc1[nH]c2ccccc2c1SCC(=O)N1CCCCCC1
 : 2%	-2%	-2%
Cc1cccc(NC(=O)C2CCN(S(=O)(=O)c3ccc(F)cc3)CC2)c1C
 : .	-5%	1%
COc1ccc(C2c3c(n(C)c4ccccc34)C(=O)N2CC(=O)Nc2ccc(Cl)cc2)cc1 (stereo not drawn)
 : .	-10%	-19%
Cc1nc(Nc2cnc(/C=C/c3cc(C(=O)Nc4cccc(C(F)(F)F)c4)ccc3C)cn2)cc(N2CCNCC2)n1
 : ?	-9%	79µM*
CCn1c(=O)ccc2cc([N+](=O)[O-])ccc21
 : -5%	0%	-7%
COc1ccc(-c2csc3ncn(-c4ccc(C)cc4)c(=O)c23)cc1OC
 : 4%	9%	2%
CCC(=O)N1CCN(c2nc(-c3ccccc3)c3c(c2C#N)CCCC3)CC1
 : 8%	-2%	-23%
CCOC(=O)C1CCCN(C(=O)c2cc3ccccc3oc2=O)C1 (stereo not drawn)
 : 5%	-3%	7%
O=C(Nc1ccc(Cc2ccncc2)cc1)c1cc(F)c(F)cc1Cl
 : 4%	2%	-3%
COc1ccccc1OCC(=O)Nc1cccc(-c2nnc(-c3ccco3)o2)c1
 : 8%	-4%	-8%
Cc1ccc2c(c1)c1c3n2CCN[C@H]3CCC1
 : -24%	-11%	.
CC(C)Oc1ccc(S(=O)(=O)N2CCOCC2)cc1NC(=O)C1=COCCO1
 : -1%	0%	-8%
Cc1cc(C)nc(NC(=S)NC(=O)c2ccccc2)n1
 : 1%	-5%	1%
O=C(Nc1nc(-c2ccc(Cl)s2)cs1)c1ccco1
 : 3%	-6%	-3%
CCCCN1C(=O)C2(OCCCO2)c2cccc(C)c21
 : 0%	-3%	7%
C=CCN1CCN(c2ccncc2S(=O)(=O)N2CCOCC2)CC1
 : -18%	0%	-5%
Cc1ccc(C)c(N2CCN(C(=O)c3cc4ccccn4n3)CC2)c1
 : 5%	1%	-23%
O=C1CN(C(=O)c2cccc(S(=O)(=O)N3CCCC3)c2)c2ccccc2N1
 : -11%	-10%	1%
O=C(Cc1ccc(-n2c(=O)c3ccccc3n(Cc3ccc(F)cc3)c2=O)cc1)NCC1CCCO1 (stereo not drawn)
 : 0%	0%	1%
COc1ccc(CCNC(=O)c2ccc(N3CCCC3=O)cc2)cc1OC
 : 0%	-22%	4%
Cc1sc2ncn(CC(=O)NCCN(C)C)c(=O)c2c1S(=O)(=O)N1CCC(C)CC1
 : -8%	-4%	4%
CCN(c1ccccc1)S(=O)(=O)c1c(-c2ccc(C)cc2)csc1C(=O)OC
 : .	-2%	?
O=C(CCC(=O)Nc1cccc(Cl)c1)N/N=C/c1cc([N+](=O)[O-])ccc1O
 : -14%	-30%	-4%
O=C(Nc1ccc(NS(=O)(=O)c2ccccc2)cc1)c1ccc(Cl)cc1
 : -3%	-1%	3%
CN(C)C(=O)c1ccc2c(c1)n(C)c(=O)n2C
 : 6%	4%	-9%
CC1CCC(C(C)C)C(OCC[N+](C)(C)C)C1 (stereo not drawn)
 : 0%	-7%	1%
O=C1Nc2cc(C(=O)NCC3CCCO3)ccc2S/C1=C/c1ccccc1F (stereo not drawn)
 : 3%	-3%	18%
CCNC(=O)COc1ccc(/C=N/NC(=O)c2cccnc2)cc1OC
 : -10%	-19%	-10%
CCn1c(CNC(=O)c2cccc(C)c2)nnc1SCC(=O)NC1=NCCS1
 : -14%	-1%	11%
COC(=O)c1ccc(NS(=O)(=O)c2c(C)nc3sccn3c2=O)cc1
 : .	-6%	0%
COc1ccc(CCNC(=O)CCS(=O)(=O)c2ccc3c(c2)NC(=O)CS3)cc1OC
 : -3%	-5%	-7%
CCn1cc(CN2CCc3c([nH]c4ccccc34)C2c2cccc(OC)c2OC)c(C)n1 (stereo not drawn)
 : 9%	-10%	-7%
O=C(C1CCCN(S(=O)(=O)c2cccs2)C1)N1CCc2ccccc2C1 (stereo not drawn)
 : 16%	-1%	-5%
CCOC(=O)Cn1c(=O)oc2cc(S(=O)(=O)NC(C)c3ccccc3)ccc21 (stereo not drawn)
 : -10%	-12%&-2%	14%&-16%
CCOC(=O)C1=C(CSc2nc3ccccc3s2)NC(=O)NC1c1cc(C)ccc1C (stereo not drawn)
 : 4%	5%	12%
N#Cc1ccc(-c2ccc(Cl)cc2)nc1SCC(=O)c1cccc(Cl)c1
 : -29%	-14%	-4%
O=C(Nc1ccc(F)cc1)N(Cc1cccs1)Cc1cc2cc3c(cc2[nH]c1=O)OCO3
 : 14%	-12%	-10%
CC(C)n1cc(/C=N\NC(=O)c2cc3c(ccc4ccccc43)o2)c2ccccc21
 : 3%	-18%	-4%
COc1ccc(C(=O)N2CCC[C@@]3(CCN(C)C3)C2)cc1
 : -21%	-16%	.
COc1ccc(Nc2nc(Cl)nc(NCc3ccco3)n2)cc1
 : 7%	28%	3%

Compound profiles (already shown):
CCN(c1ccccc1)S(=O)(=O)c1c(-c2ccc(C)cc2)csc1C(=O)OC is listed with N370S GC mod = .; GCN5L2 inh = -2%; FEN1 inhibitor = ?
CC1CCC(C(C)C)C(OCC[N+](C)(C)C)C1 (stereo not drawn) is listed with N370S GC mod = 0%; GCN5L2 inh = -7%; FEN1 inhibitor = 1%

Next structures
Structure	N370S GC mod	GCN5L2 inh	FEN1 inhibitor
CCC(C)(C)NC(=O)C1CCC(CNS(=O)(=O)c2cccc3nsnc23)CC1 (stereo not drawn)	-25%	4%	1%
CCOC(=O)Nc1ccc(C)cc1NC(=O)OCC	18%	-5%	9%
COc1ccccc1CNC(=O)c1ccc(Nc2nc3ccccc3n3nnnc23)cc1	.	-6%	-13%
CCOC(=O)c1c(C)oc2ccc(OCC(=O)N(CC)CC)cc12	0%	-16%	-10%
COc1ccc(NC(=O)Nc2cccc3c2O[C@H](CN(C)S(=O)(=O)c2cn(C)cn2)[C@@H](C)CN([C@H](C)CO)C3=O)cc1	.	2%	22%
CCCOC1CCCN(Cc2nc(-c3ccc(C(=O)OC)cc3)no2)C1 (stereo not drawn)	1%	-1%	12%
COc1ccc(C(CC(=O)O)NC(=O)COc2ccccc2)cc1OC (stereo not drawn)	7%	1%	8%
O=C(O)c1ccc(N=Cc2c(O)ccc3oc4c(c23)CCCC4)cc1	18%	?	0%
Cc1ccc(CCNC(=O)C2CCN(S(=O)(=O)c3ccc4c(ccn4C)c3)CC2)cc1	.	-7%	10%
COc1ccc(-c2cc(C(=O)N3CCN(S(=O)(=O)c4ccccc4)CC3)[nH]n2)cc1	-16%	-13%	5%
O=C(O)CCc1ccc(-c2ccccc2)n1-c1cccc(C(=O)O)c1	7%	11%	-1%
CS(=O)(=O)N(Cc1ccc(Cl)cc1)c1ccc(C(=O)NCCC2=CCCCC2)cc1	6%	-3%	-8%
COc1cccc(C(=O)Oc2cc3c4c(c2)C(C)=CC(C)(C)N4C(=O)C3=O)c1	-5%	-6%	-19%
C#CCN1C(=O)S/C(=C\c2ccc(-c3ccc(Cl)c(C(=O)O)c3)o2)C1=O	-15%	-16%	?
Cc1cc(NC(=O)CN2CC3CC(C2)c2cccc(=O)n2C3)nc2c1c(=O)oc1ccccc12 (stereo not drawn)	11%	-29%	.
C/C(=N\N=C(c1ccccc1)c1ccccc1)c1cccs1	6%	13%	7%
Cc1ccc(N(CC(=O)N2CCN(c3ccccc3)CC2)S(=O)(=O)c2c(C)noc2C)cc1	.	-1%	0%
c1ccc(-c2nnc(CSc3nnc(-c4ccncc4)n3Cc3ccco3)o2)cc1	4%	2%	-13%
CCC1CCCN1Cn1cnc2c([nH]c3ccccc32)c1=O (stereo not drawn)	-8%	0%	-4%
Cc1noc(C)c1CCC(=O)N1CCCC(CCC(=O)NCc2ccccc2F)C1 (stereo not drawn)	1%	-6%	18%
CCOc1ccc(CCNC(=O)CCn2c(=O)c3cccn3c3cccnc32)cc1	.	1%	-5%
C/C(=N/Nc1nc(C)cc(C)n1)c1ccc(Br)cc1	0%	-5%	13%
O=C(CCn1c(=O)oc2ccccc21)NCc1cccs1	4%	1%	2%
Cc1ccc(C(=O)CN2C(=O)NC3(CCOc4ccccc43)C2=O)s1 (stereo not drawn)	.	1%	-6%
C/C(N)=C(/C#N)C(=O)COC(=O)c1cccc2ccccc12	8%	-10%	3%
CCOC(=O)c1ccccc1NC(=O)COC(=O)CN1C(=O)C2CC=CCC2C1=O (stereo not drawn)	-4%	?	4%
Cc1ccc(NC(=O)c2c(NC(=O)CCC(=O)O)sc3c2CCCCC3)cc1	11%	-6%	-7%
COc1ccc(NC(=O)COC(=O)CCC2CCCC2)c(OC)c1	.	-5%	-7%
COc1ccc(CC(=O)NCCC(C)C)cc1S(=O)(=O)N1CCOCC1	-2%	0%	9%
CC(=O)c1cccc(S(=O)(=O)N2CCN(CCOc3ccccc3)CC2)c1	.	0%	14%
Cc1noc(C)c1CSc1ncnc2ccccc12	8%	-4%	0%
CN(CC(=O)NC1CCCCC1)S(=O)(=O)c1ccc(Br)s1	25%	.	1%
O=C(NC1CCCCC1)OCCN1CCN(Cc2ccccc2)CCC1=O	2%	0%	.
O=C(CSc1nc(=O)n(CCCN2CCOCC2)c2c1CCC2)Nc1cccc(F)c1	-12%	-2%	-4%
CCCc1nc2oc3c(OCC)ncnc3c2c2c1COC(C)(C)C2	7%	0%	5%
O=c1oc2ccccc2cc1-c1nc(-c2cccs2)no1	.	-5%	16%
O=C(CNc1ccc2ccccc2c1)NNC1=NCCC1	-2%	-3%	19%
Cc1ccc(NC(=O)CSc2nnc(CSc3nc(C)cc(C)n3)n2Cc2ccco2)c(C)c1	7%	-1%	8%
CCC(C(=O)NC1CCCC1)N(Cc1ccc2c(c1)OCO2)C(=O)c1snc(C(N)=O)c1N (stereo not drawn)	-1%	-6%	4%
CC1=C(C(=O)N2CCCCC2)C(c2cccs2)C2=C(CCCC2=O)N1 (stereo not drawn)	4%	1%	-6%

As entered above.
`O=C(CSc1nc(=O)n(CCCN2CCOCC2)c2c1CCC2)Nc1cccc(F)c1` | GCN5L2 inh = -2%
`CC1=C(C(=O)N2CCCCC2)C(c2cccs2)C2=C(CCCC2=O)N1` (stereo not drawn) | FEN1 inhibitor = -6%
`O=c1oc2ccccc2cc1-c1nc(-c2cccs2)no1` | FEN1 inhibitor = 16%
`Cc1noc(C)c1CSc1ncnc2ccccc12` | GCN5L2 inh = -4%
`CCCc1nc2oc3c(OCC)ncnc3c2c2c1COC(C)(C)C2` | N370S GC mod = 7%
`O=C(CNc1ccc2ccccc2c1)NNC1=NCCC1` | GCN5L2 inh = -3%
